RAM inhibit = inhibitors of the yeast RAM network, primary screen, dse1pr::URA3 reporter, 5-FOA selection; S. cerevisiae dse1pr::URA3 reporter, 5-FOA growth OD615, 2 d; analog-sensitive cbk1-as2 kinase mutant strain; inhibition, % at 50 µM; 190,000 compounds, 1.8% hits; AID 868, 2007;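 active = inhibition above a set limit, 3 SD over mean compound inhibition, cut at about 8.4% in these data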;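 note: 0% = DMSO-only wells with no growth and 100% = 10 µM 1-NA-PP1 full growth; inhibition rescues growth on 5-FOA so higher OD means more RAM inhibition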
FLuc inhib CS = firefly luciferase enzyme inhibitors, primary screen, artefact control for luciferase-based inhibitor screens, biochemical, luminescence, ATPLite; Luciferin 4-monooxygenase (Photinus pyralis), P08659; 10 min; inhibition, % at 10 µM; 200,000 compounds, 1.5% hits;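 active = inhibition above about 50% when tested at 10 µM, limit read from the data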
Target sequence (P08659 whole entry, looked up): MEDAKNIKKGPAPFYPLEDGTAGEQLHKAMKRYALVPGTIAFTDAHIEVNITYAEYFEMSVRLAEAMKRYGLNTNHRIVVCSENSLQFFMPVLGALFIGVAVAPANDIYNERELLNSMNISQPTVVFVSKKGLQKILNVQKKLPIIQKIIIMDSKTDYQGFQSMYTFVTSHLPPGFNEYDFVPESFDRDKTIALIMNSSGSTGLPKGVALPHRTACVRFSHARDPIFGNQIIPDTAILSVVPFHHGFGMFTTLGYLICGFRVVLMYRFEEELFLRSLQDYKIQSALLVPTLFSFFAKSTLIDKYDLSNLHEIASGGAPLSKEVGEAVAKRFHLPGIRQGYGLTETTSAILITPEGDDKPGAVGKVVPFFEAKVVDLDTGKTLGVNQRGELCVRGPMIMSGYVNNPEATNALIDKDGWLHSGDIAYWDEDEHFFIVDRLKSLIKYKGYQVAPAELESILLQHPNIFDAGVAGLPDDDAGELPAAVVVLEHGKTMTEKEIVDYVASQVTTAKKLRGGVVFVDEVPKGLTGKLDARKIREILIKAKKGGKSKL
FLuc act counter = FLuc activators, initial screening, artefact control for FLuc-dependent activation tests, biochemical, ATPlite luminescence; Luciferin 4-monooxygenase (Photinus pyralis), P08659; ATPlite luciferase biochemical, 10 min; 0 = ATP-free wells, 1 = DMSO control; activation factor at 10 µM; 200,000 tested, under 10 active; AID 1027, 2008;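 active = luciferase activation factor, scaled between plate controls, of at least 2 with compound at 10 µM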
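assay system = Luciferase/luciferin detection reagent, cell-free biochemical luciferase assay | also added = ATP substrate | times = 10 min post-reagent at room temperature | measured by = luminescence from luciferase reaction | measure = luciferase activation, seen as luminescence increase over controls | benchmarks = low control with PBS replacing ATP, high control enzyme plus ATP without compound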
TNAP inh no acc = human TNAP enzyme inhibitors, primary screen, biochemical, luminescent, no phosphate acceptor, uHTS; Alkaline phosphatase, tissue-nonspecific isozyme (Homo sapiens), P05186; 200,000 compounds, 0.26% hits; purified TNAP, CDP-star luminescence, 30 min; inhibition, % at 20 µM;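 active = tissue-nonspecific alkaline phosphatase inhibition above about 50% at 20 µM in the single-dose screen, limit read from the data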;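 note: 0% = DMSO negative control and 100% = EDTA positive control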
Target sequence (P05186 whole entry, looked up): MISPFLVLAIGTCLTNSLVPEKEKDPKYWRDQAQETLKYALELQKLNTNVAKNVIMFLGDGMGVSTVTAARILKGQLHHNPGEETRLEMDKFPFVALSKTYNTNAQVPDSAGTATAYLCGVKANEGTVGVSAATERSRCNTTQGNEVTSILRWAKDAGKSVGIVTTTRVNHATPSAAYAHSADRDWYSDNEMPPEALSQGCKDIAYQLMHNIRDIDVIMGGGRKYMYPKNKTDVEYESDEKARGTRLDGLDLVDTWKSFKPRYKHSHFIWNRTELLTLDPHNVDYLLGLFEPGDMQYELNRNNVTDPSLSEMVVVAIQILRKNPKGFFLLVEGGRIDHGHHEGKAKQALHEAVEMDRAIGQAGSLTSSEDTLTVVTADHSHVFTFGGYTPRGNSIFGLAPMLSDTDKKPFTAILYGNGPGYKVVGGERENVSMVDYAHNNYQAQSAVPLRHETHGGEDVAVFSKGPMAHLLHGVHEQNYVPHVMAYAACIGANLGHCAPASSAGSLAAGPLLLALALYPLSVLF
APP 5UTR inh = inhibitors of APP translation via 5'UTR reporter, primary screen, APP 5'UTR luciferase, SH-SY5Y cells. SH-SY5Y APP 5'UTR-luciferase reporter, luminescence. inhibition, % at 2 µM. 190,000 compounds, 0.82% hits;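 active = inhibition above a set limit, derived from the sample mean plus 3 SD, cut at about 45% in these data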; note: values of inactives mirror those of a sister screen read the other way
bIAP inhibitor = bovine intestinal alkaline phosphatase inhibitors, primary screen, selectivity assay for TNAP inhibitor project, biochemical, bovine IAP, CDP-star luminescence; inhibition, % at 20 µM; purified bovine IAP, 30 min; 190,000 tested, under 10 active; alkaline phosphatase, intestinal [Bos taurus]; AID 1019, 2008;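 active = over 50% inhibition of intestinal alkaline phosphatase at 20 µM in the single-dose screen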
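Assay system – bovine IAP enzyme · Quantity – bovine IAP at 1/65,000,000 final dilution · Detection – CDP-star luminescence signal · Times – 30 min reaction at room temperature · Also added – CDP-star substrate at 30 µM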
TNAP inh hi DEA = human TNAP enzyme inhibitors, primary screen, biochemical, luminescent, high phosphate acceptor level, uHTS | inhibition, % at 20 µM | 200,000 compounds, 0.03% hits | purified TNAP, CDP-star luminescence, 1 M DEA;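 active = over 50% inhibition of tissue-nonspecific alkaline phosphatase at 20 µM in the single-dose screen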;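 note: plate controls were DMSO wells for no effect and EDTA-quenched wells as full inhibition for full effect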
L major viab = Leishmania major promastigote growth inhibition, primary screen. 200,000 compounds, 9% hits. inhibition, % at 10 µM. Leishmania major promastigotes, resazurin fluorescence viability. AID 1063, 2008; in the data active = inhibition above about 50%;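 note: promastigotes grown with compound for 44 hours at 28 °C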
TNAP act hi DEA = TNAP activators at high phosphate acceptor level, primary screen, biochemical, luminescence, uHTS | Alkaline phosphatase, tissue-nonspecific isozyme (Homo sapiens), P05186 | purified TNAP, CDP-star luminescence, 1 M DEA, 30 min; hits give high values; 0 = EDTA background, 1 = DMSO-only activity | activation factor at 20 µM | 200,000 tested, under 10 active | AID 1136, 2008;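 active = activation factor at least 2 at 20 µM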
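system = human TNAP | amount = enzyme diluted 1/800 final | reagent = 100 µM CDP-star substrate | signal = luminescent substrate turnover signal | dosing = one dose, 20 µM | benchmarks = EDTA negative control, DMSO positive control | measure = activation factor | timing = 30 min reaction, room temperature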
bIAP act = bovine intestinal alkaline phosphatase activators, primary screen, biochemical, bovine IAP, CDP-star luminescence; purified bovine IAP, 30 min; hits give high values; fold of DMSO-control signal, blank-subtracted; activation factor at 20 µM; 200,000 compounds, 0.17% hits;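 active = activation factor of 2 or more at 20 µM, a signal rise over negative controls twice the positive control's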
Active calls of the source: *.

SMILES	RAM inhibit	FLuc inhib CS	FLuc act counter	TNAP inh no acc	APP 5UTR inh	bIAP inhibitor	TNAP inh hi DEA	L major viab	TNAP act hi DEA	bIAP act
CCOC(=O)c1cc2sccc2n1CC(=O)c1ccc2c(c1)OCCO2	1.7	-5	1	-8	-12	8	-3	6	1	0.9
CCc1cc(C(=O)OC)c(NC(=O)CCCC(=O)O)s1	1.4	-9	1.1	4	-23	5	-1	-6	1	1
CCOC(=O)C1CCN(CCC(=O)Nc2ccc(F)cc2)CC1	0.7	-2	1	-7	-3	-8	3	70*	1	1.1
Cc1cccc(N2CCN(C(=O)COc3ccc4c(c3)CCC4)CC2)c1C	4.1	-2	1	-6	-8	7	1	-6	1	0.9
CSc1ccc(CN2CCN(CC=C(C)C)C(CCO)C2)cc1 (stereo not given)	-1.4	0	1	-8	-3	-25	-4	65*	1	1.2
CC(C)NC(=S)NN(c1ccccc1)c1ccccc1	0.5	0	1	6	4	31	3	16	1	0.7
N/C(COc1ccc(Cl)cc1)=N\NS(=O)(=O)c1ccccc1	0.8	-5	1	-14	6	16	0	-5	1	0.8
N#CC1(C#N)[C@@H](C(=O)C23CC4CC(CC(C4)C2)C3)C12CCOCC2	4.3	-5	1.1	-12	-9	4	-6	41	1.1	1
CCOC(=O)C1=C(C)Nc2sc(C(=O)c3ccc(OC)cc3)c(N)c2C1c1ccc(C(=O)OC)cc1 (stereo not given)	3.7	2	1	9	-10	-4	8	71*	0.9	1
Cc1cc(/C=N/NC(=O)C(O)(c2ccccc2)c2ccccc2)c(C)n1-c1ccc(C(=O)O)cc1	0.0	-6	1.1	5	-9	2	0	-2	1	1
O=C(CCNS(=O)(=O)c1ccc(Br)s1)NCc1ccccc1Cl	1.2	-4	1	14	-5	22	1	15	1	0.8
C/C(=N\OC(=O)c1ccc(C)cc1)c1sc(C)nc1C	-0.9	76*	0.2	-12	-1	8	-2	-2	1	0.9
CCOC(=O)C(=O)Nc1cc(C)on1	1.0	-1	1	-5	-34	-14	-6	-7	1.1	1.1
CC(=O)/C(=N/Nc1ccccc1C)N1CCOCC1	-1.3	-5	1	-15	-7	9	-3	3	1	0.9
COc1ccc(/C=N/n2cnn(Cc3ccccc3Cl)c2=S)cc1OC	0.1	-8	1.1	-16	-42	-2	-6	3	1.1	1
C=CCn1c(=O)/c(=C2/Sc3cc(OC)ccc3N2C)s/c1=C1\C(=O)N(CC)C(=S)N1C	11*	2	1	26	1	28	24	-3	0.8	0.7
COCCCn1c(SCC(=O)N2CC(=O)Nc3ccccc32)nnc1-c1ccoc1C	3.4	-5	1	-12	-4	2	-4	-6	1	1
COc1cc(C(=O)N/N=C/c2ccsc2C)cc(OC)c1OC	0.0	-1	1	-8	96*	7	-1	-3	1	0.9
COc1ccc(CCNC(=O)CSc2nncn2N)cc1OC	-1.3	-4	1	-8	-2	-2	1	-3	1	1
COC(=O)c1nc(NC(C)=O)n[nH]1	1.2	-6	1.1	-14	-2	2	-5	-5	1	1
Cc1ccccc1OC(=O)CCC(=O)OCCCC(F)(F)C(F)(F)F	0.3	-5	1	-2	6	3	4	-2	1	1
CNC(=S)N1N=C(c2ccc(C)cc2)CC1c1ccc(Br)cc1 (stereo not given)	21*	-3	1	-4	-31	10	-4	100*	1	0.9
CCOC(=O)c1ccc(N2C(=O)CC(SCC(=O)Nc3ccc(S(N)(=O)=O)cc3)C2=O)cc1 (stereo not given)	0.0	0	1	33	4	34	3	-8	1	0.7
CCN(CC)c1ccc(-c2n[nH]c(=S)n2-c2ccccc2)cc1	0.3	5	0.9	-68	13	22	2	0	1	0.8
Cc1ccc(C(=O)COC(=O)c2c(C)cc(=O)oc2C)cc1[N+](=O)[O-]	2.0	3	1	-7	5	-7	-2	-1	1	1.1

Shown as labelled records: part of the list above.
CNC(=S)N1N=C(c2ccc(C)cc2)CC1c1ccc(Br)cc1 (stereo not given)
  RAM inhibit: 21*	FLuc inhib CS: -3	FLuc act counter: 1	TNAP inh no acc: -4	APP 5UTR inh: -31	bIAP inhibitor: 10	TNAP inh hi DEA: -4	L major viab: 100*	TNAP act hi DEA: 1	bIAP act: 0.9
CCOC(=O)c1ccc(N2C(=O)CC(SCC(=O)Nc3ccc(S(N)(=O)=O)cc3)C2=O)cc1 (stereo not given)
  RAM inhibit: 0.0	FLuc inhib CS: 0	FLuc act counter: 1	TNAP inh no acc: 33	APP 5UTR inh: 4	bIAP inhibitor: 34	TNAP inh hi DEA: 3	L major viab: -8	TNAP act hi DEA: 1	bIAP act: 0.7

(listing goes on)
SMILES	RAM inhibit	FLuc inhib CS	FLuc act counter	TNAP inh no acc	APP 5UTR inh	bIAP inhibitor	TNAP inh hi DEA	L major viab	TNAP act hi DEA	bIAP act
Cc1sc2ncnc(Oc3ccc(-n4ccnc4)cc3)c2c1C	0.0	-9	1.1	1	-32	-15	-7	16	1.1	1.2
C=CCNC(=S)NNC(=O)c1cccn(Cc2ccc(Cl)c(Cl)c2)c1=O	5.1	0	1	-19	0	1	4	-7	1	1
CCOc1c2ccc(C(=O)NCc3ccc(OC(F)(F)F)cc3)cc2nn1C	-0.4	-2	1	-9	-9	-5	-4	-2	1	1.1
COCC(C)n1c(COc2ccccc2F)nnc1SCc1c(C)noc1C (stereo not given)	1.2	-7	1.1	-4	-14	-9	-2	-3	1	1.1
CCOC(=O)N1CCN(S(=O)(=O)c2ccc(OC)c(Cl)c2)CC1	0.6	0	1	-5	2	-3	-1	-5	1	1
COC(=O)c1c(C)[nH]c(C(=O)COC(=O)Cc2ccc3c(c2)OCCO3)c1C	2.2	-5	1.1	-10	2	7	-3	0	1	0.9
Cc1cc(-c2ccc(Br)cc2)n[nH]1	-1.0	0	1	29	-26	14	-3	4	1	0.9
COc1ccc(OC(C)C(=O)N2CCN(c3ccccn3)CC2)cc1 (stereo not given)	0.7	-4	1	-6	2	4	-1	-4	1	1
Nc1c(C(=O)NCc2ccco2)nnn1Cc1ccccc1	-0.9	-4	1	-15	-2	17	-6	-3	1.1	0.8
Cc1ccc2c(Cl)cc(Cl)c(OCC(=O)NCCc3ccccn3)c2n1	1.6	-1	1	-6	0	-32	1	16	1	1.3
O=C(O)Cc1ccc(N=Cc2c(O)ccc3ccccc23)cc1	-0.4	-5	1.1	1	4	-7	-2	-8	1	1.1
CSc1ccccc1NC(=O)C(=O)c1c[nH]c2ccccc12	3.0	9	0.9	-2	-34	0	1	5	1	1
COc1ccc(Cc2nnc(SCC(=O)N3CCN(c4ccccc4)CC3)o2)cc1	2.2	-4	1	-9	8	12	-4	-4	1	0.9
CN1CCC/C1=C1/C(=O)N(c2ccccc2)N=C1NC(=O)Nc1cccc(Cl)c1	-0.9	-6	1.1	-7	-5	-8	2	9	1	1.1
Cn1ccnc1Sc1cc(NCCCO)c([N+](=O)[O-])c2nonc12	1.4	-2	1	5	-28	7	2	-2	1	0.9
O=C(Nc1ccccc1N1CCCC1)c1ccc(Cl)cc1Cl	0.6	0	1	-9	-10	2	-3	1	1	1
CCOC(=O)c1sc(N)nc1C(C)(C)C	2.0	-3	1	-10	-11	11	0	11	1	0.9
CCCNC(=O)c1cn(CC)c2cc(N3CCN(C)CC3)c(F)cc2c1=O	0.5	-4	1	-17	9	-2	-2	25	1	1
Nc1c(C(=O)Nc2ccc(Cl)c(Cl)c2)sc2nc(-c3cccnc3)ccc12	5.5	-6	1.1	-8	-2	9	-2	59*	1	0.9
COC(=O)c1ccc(OC(=O)CS(=O)c2ccccc2[N+](=O)[O-])cc1 (stereo not given)	-1.4	-3	1	-4	-4	-30	-4	-1	1	1.3
N/C(CCN1CCCCC1)=N/O	-0.4	-6	1.1	-4	-14	2	-4	-6	1	1
Cc1[nH]c2ccccc2c1C(=O)CN1CCC(C(N)=O)(N2CCCCC2)CC1	-0.8	-1	1	-6	2	-1	2	3	1	1
CC1=C(C(=O)N2CCOCC2)C(c2ccccc2F)C2=C(CC(C)(C)CC2=O)N1 (stereo not given)	3.0	1	1	-14	-11	2	-1	1	1	1
COc1ccc(OC)c(NC(=O)Cn2cnc3c(cnn3-c3ccccc3)c2=O)c1	2.4	-7	1.1	-2	-6	7	-4	-1	1	0.9
O=C(N/N=C/c1c[nH]c2ccccc12)c1ccn(Cc2ccc(Cl)cc2)n1	0.1	-6	1.1	-10	0	1	-2	14	1	1

Going on with the list.
SMILES	RAM inhibit	FLuc inhib CS	FLuc act counter	TNAP inh no acc	APP 5UTR inh	bIAP inhibitor	TNAP inh hi DEA	L major viab	TNAP act hi DEA	bIAP act
Cn1c(SCc2ccc(C#N)cc2)nnc1-c1ccccc1	0.4	-7	1.1	3	-4	5	-4	-1	1	0.9
CN(C)c1ccc(NC(=O)CN2CCC(O)(c3ccccc3)CC2)cc1	0.1	-5	1	0	4	-10	-3	-4	1	1.1
Cn1c(SCC(=O)N2CCCc3ccccc32)nc2ccccc2c1=O	-0.7	-8	1.1	-5	6	14	-4	19	1	0.9
Cn1c(=O)c2c(nc(SCC(=O)NCc3ccc4c(c3)OCO4)n2Cc2ccccc2)n(C)c1=O	2.9	-8	1.1	-15	-10	5	-6	5	1.1	1
Cc1cc(C(=O)CSc2nnc(-c3cccnc3)n2-c2ccccc2)c(C)n1CC1CCCO1 (stereo not given)	-0.5	10	0.9	-10	-24	-4	-6	-1	1.1	1
CCOC(=O)c1sc(NC(=O)CSc2nc3c(c(=O)n2-c2ccc(C)cc2)SCC3)c(C(=O)OCC)c1C	5.1	-2	1	0	10	-23	1	8	1	1.2
CC(=O)Cn1c(N2CCC(Cc3ccccc3)CC2)nc2c1c(=O)[nH]c(=O)n2C	1.6	-1	1	2	1	-1	1	3	1	1
CCC(CC)N1CCN(CC2CC=CCC2)CC1 (stereo not given)	-0.1	-7	1.1	-7	-9	4	-6	-3	1.1	1
Cc1cc(C)c2[nH]c(=O)c(CN(C(=O)C3CCCO3)C3CCCC3)cc2c1 (stereo not given)	3.0	-7	1.1	-13	-9	3	-7	-6	1.1	1
COc1ccc(-c2csc(N3C(=O)CNC3=S)n2)cc1	3.5	28	0.7	-23	-204	-8	-1	-1	1	1.1
COc1cc2ncnc(NCc3ccccc3Cl)c2cc1OC	2.5	-7	1.1	-10	11	-12	-7	38	1.1	1.1
O=C(Nc1cccnc1)c1ccc(Br)s1	4.2	11	0.9	-6	-5	-3	-4	-2	1	1
Cc1ccc(OCc2csc(N)n2)cc1	0.5	35	0.7	-10	-49	-5	-1	-3	1	1
COCCCNCCCCOc1ccccc1-c1ccccc1	0.0	-5	1	2	1	6	-1	98*	1	0.9
